CaV13 FRET inh: Disruptors of the CACNA1D IQ motif to Ca2+-dependent inactivation inhibitor domain association, primary screening, Förster resonance energy transfer in intact living …; HEK cells, CFP/YFP FRET ICDI-IQ, plate reader, 10 min; percent FRET-ratio fall versus neutral wells; inhibition, % at 12.3 µM; actives 0.098% (n = 340,000); AID 743397;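 active = mean replicate inhibition of at least 30% and at least 1% of replicates passing that level; inconclusive = only one of the two criteria is met; inactive = neither criterion is met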;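 note: 0% = median of the neutral control wells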
Peg3 prom inh: Peg3 promoter-driven luciferase inhibitors, primary screen, cell-based, HeLa, luciferase luminescence; HeLa PEG-Prom luciferase reporter, overnight; inhibition, % at 20 µM; actives 1.7% (n = 360,000);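 active = inhibition of at least 50% at 20 µM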
Vif inh: HIV Vif self-association inhibitors, primary screen, imaging, HEK293T, single point; HEK293T cells, Vif self-association by quenched fluorescence, 24 h; inhibition, % at 7.49 µM; actives 0.35% (n = 340,000); in the data active = inhibition above about 50%, passing the limit was not always enough; inconclusive = no clear call, values can overlap the other calls; inactive = below about 31%; note: some results filed as inactive read as strong as hits
HIF-2a block: HIF-2a reporter inhibitors, primary screen, luminescence, 786-0 RCC cells; 786-0 RCC cells HIF-2a reporter, luciferase luminescence, overnight; inhibition, % at 18.8 µM; actives 0.72% (n = 360,000); AID 624352, 2012;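 active = inhibition of the luminescence signal of 40% or more relative to plate controls, in a single-dose primary screen at 18.75 µM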
NR2E3 ag-1: NR2E3 agonists in two-hybrid cells, primary screen, cell-based, luminescence, CHO-S, Gal4-NCOR/VP16-NR2E3. Photoreceptor-specific nuclear receptor (Homo sapiens), Q9Y5X4. luciferase. inhibition of corepressor binding, % at 3.98 µM. actives 0.35% (n = 360,000). AID 602229, 2012;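 active = inhibition above the mean of all tested compounds plus 3 SD, cut at about 70% in these data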;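 note: 0% = DMSO with NR2E3 transfected cells and 100% = cells lacking NR2E3 construct; higher means lower luciferase signal from less NR2E3 corepressor binding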
Target sequence (Q9Y5X4 whole entry, looked up, the tested form may be a part): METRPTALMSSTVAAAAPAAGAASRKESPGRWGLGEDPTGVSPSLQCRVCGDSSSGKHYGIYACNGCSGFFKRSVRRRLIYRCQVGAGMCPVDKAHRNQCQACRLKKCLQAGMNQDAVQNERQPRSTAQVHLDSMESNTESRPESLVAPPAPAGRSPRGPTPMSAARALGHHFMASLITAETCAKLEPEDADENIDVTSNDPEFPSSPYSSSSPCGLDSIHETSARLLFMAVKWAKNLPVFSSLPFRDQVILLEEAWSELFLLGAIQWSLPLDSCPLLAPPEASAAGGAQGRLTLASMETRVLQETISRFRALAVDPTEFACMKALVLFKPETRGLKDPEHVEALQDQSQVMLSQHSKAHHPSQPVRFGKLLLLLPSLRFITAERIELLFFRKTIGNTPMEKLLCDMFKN
Granule exo inh: LAMP-1 surface exposure blockers, TALL-104 cells – cell-based, flow cytometry, MLPCN library, primary screen; inhibition, % at 10 µM; AID 651702, 2012; TALL-104 LAMP-1 surface exposure; cells stimulated with thapsigargin and PMA; actives 0.66% (n = 360,000);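 active = inhibition above about 55%, limit read from the data; inconclusive = no clear call, values can overlap the other calls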
NR2E3 ag-2: inhibitors of NR2E3-RetCOR corepressor binding, primary screen, NR2E3 agonist project, biochemical, TR-FRET, GST-NR2E3, biotin-RetCOR; Photoreceptor-specific nuclear receptor (Homo sapiens), Q9Y5X4; 1536-well; inhibition of corepressor binding, % at 4.78 µM; actives 0.12% (n = 320,000); AID 2300, 2010;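 active = percent inhibition above the cutoff of mean plus 3 SD of all tested compounds, set per screening campaign, cut at about 20% in these data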;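 note: 0% = DMSO wells and 100% = biotin wells as full block of FRET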
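Assay system: NR2E3–RetCOR corepressor complex. Quantity: 1.35 nM GST-NR2E3. Buffer or medium: pH 7.5 Tris-based buffer. Reagent: biotinylated RetCOR corepressor at 7 nM final. Schedule: 5 h at 4 °C. Detection: TR-FRET, emission read at 617 and 671 nm. Replicates: one well per compound, singlicate testing.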
iPSC survival up: enhancers of single-cell hiPSC survival, primary screen, ATPlite luminescence; 100% = ROCK inhibitor wells, 0% = DMSO; survival enhancement, % at 20 µM; actives 0.044% (n = 360,000); in the data active = survival enhancement above about 18%;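 note: cells exposed to compounds for 16 hours before the ATP read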
aDG glyco up: activators of alpha-DG glycosylation, primary screen, uHTS, Pro5-aDG cells, AlphaScreen | actives 0.22% (n = 360,000) | alpha-DG glycosylation AlphaScreen (IIH6); 0% Pro5, 100% B10-LARGE cell signal | activation, % at 10 µM;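 active = activation of at least 8% versus controls, or a plate z-score of at least 8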;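 note: Pro5 are CHO cells carrying HIG-tagged alpha-DG that lacks glycosylation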
TRPM1 prom inh: inhibitors of MITF-dependent TRPM1 promoter reporter, primary screen, cell-based, SK-MEL-5, single point, luciferase. SK-MEL-5 TRPM1 promoter luciferase, 24 h. inhibition, % at 12.5 µM. actives 0.83% (n = 330,000). AID 488899, 2010;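 active = mean inhibition across replicates of 60% or more, whatever share of single replicates reaches that level; inconclusive = some that reach 60%, reason not given; inactive = mean inhibition across replicates below 60%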; note: values of inactives mirror those of a sister screen read the other way
PDI inh: inhibitors of human PDI, primary screen, biochemical, turbidity, single point, plate reader. actives 0.052% (n = 350,000). PDI insulin aggregation turbidity, A650, 90 min. inhibition, % at 10 µM. Protein disulfide-isomerase (Homo sapiens), P07237;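 active = mean inhibition across replicates of 30% or more, whatever share of single replicates reach that level; inconclusive = mean inhibition below 30% while every single replicate reaches 30%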;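 note: absorbance from insulin aggregation driven by PDI reduction with DTT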
Target sequence (P07237 whole entry, looked up): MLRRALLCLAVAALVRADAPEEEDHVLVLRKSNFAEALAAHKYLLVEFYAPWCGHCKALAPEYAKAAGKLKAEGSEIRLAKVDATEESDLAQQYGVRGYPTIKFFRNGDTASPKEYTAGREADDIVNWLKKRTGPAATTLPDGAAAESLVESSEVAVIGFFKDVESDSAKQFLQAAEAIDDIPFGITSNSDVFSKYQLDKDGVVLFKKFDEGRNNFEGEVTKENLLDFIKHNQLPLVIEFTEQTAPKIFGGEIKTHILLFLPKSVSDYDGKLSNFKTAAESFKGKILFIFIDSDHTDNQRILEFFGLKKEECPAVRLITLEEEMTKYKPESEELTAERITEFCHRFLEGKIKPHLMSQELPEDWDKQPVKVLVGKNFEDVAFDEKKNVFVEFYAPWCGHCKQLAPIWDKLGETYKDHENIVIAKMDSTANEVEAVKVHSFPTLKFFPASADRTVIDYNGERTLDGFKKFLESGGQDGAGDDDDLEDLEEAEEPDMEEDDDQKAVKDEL
Active calls of the source: *; ? = inconclusive; nt = not tested or not shown. Compounds were not picked by outcome. About 3.5% of those tested had a hit in this group.

SMILES	CaV13 FRET inh	Peg3 prom inh	Vif inh	HIF-2a block	NR2E3 ag-1	Granule exo inh	NR2E3 ag-2	iPSC survival up	aDG glyco up	TRPM1 prom inh	PDI inh
Cc1c(Cc2ccccc2)sc(NC(=O)c2ccco2)c1C(N)=O	nt	-62	-6	-63	-29	-5	0	1.3	0.3	-50	-5
CCCC/C=C/c1cccc2nncn12	-4	3	-4	-1	1	1	nt	4.3	-0.3	nt	15
COc1ccc(CCNC(=O)c2nnc(CS(=O)(=O)c3ccccc3)o2)cc1OC	-7	17	-4	3	21	-3	0	3.1	-0.2	nt	nt
O=C(C1CCCO1)N1CCN(c2ccc(F)cc2)CC1 (stereo not given)	-4	2	-1	1	5	-1	0	-1.9	0.0	6	0
CC(=O)c1ccc(S(=O)(=O)Nc2ccc(C(=O)NCCCn3ccnc3)cc2)cc1	-4	-2	-2	2	-10	2	1	0.2	0.2	-14	7
c1ccc(-n2cc(CNCCc3cscn3)c(-c3ccc4c(c3)OCO4)n2)cc1	-5	-11	22	-8	-21	4	1	0.0	0.3	-22	0
Cc1ccc(NC(=O)COc2ccc(Cl)cc2Cl)cc1S(=O)(=O)N1CCOCC1	-6	-6	-11	-46	6	-4	nt	-0.5	0.1	-16	-7
O=C(c1[nH]c(C(F)(F)F)nc1-c1ccccc1)N1CCN(c2ncccc2C(F)(F)F)CC1	-10	24	4	10	-10	-5	nt	-2.8	0.2	nt	nt
CCN1CCCC1CNC(=O)c1cc(OC)c(OC)c(OC)c1 (stereo not given)	-5	23	nt	16	-9	0	1	-3.2	-0.2	5	-4
COc1ccc(Cl)cc1NC(=O)Nc1cccc([N+](=O)[O-])c1C	-5	1	-2	-13	7	55	-3	0.6	0.2	-10	4
Cc1cccc(-n2c(O)c(C=Nc3ccccc3N)c(=O)[nH]c2=O)c1	-4	-12	-2	-26	-129	0	-2	-2.8	-0.2	11	-2
CC[C@@]1(C(=O)OC)N[C@H](CN(C)S(=O)(=O)c2ccccc2)[C@@H]2C(=O)N(C)C(=O)[C@@H]21	-3	3	3	5	-10	-4	nt	5.4	-0.2	-4	-6
O=C(CN(C(=O)c1csnn1)c1ccc(Cl)cc1)NCCc1ccccc1	-7	-27	7	-6	-18	22	-1	-0.5	0.1	1	4
C=CCCN(C(CC(C)C)C(=O)OC)S(=O)(=O)c1ccccc1Br (stereo not given)	-11	18	-4	12	16	-14	3	3.3	-0.1	4	1
O=C(Nc1c2c(nn1-c1cccc(Cl)c1)CS(=O)C2)c1ccc2c(c1)OCO2 (stereo not given)	-3	-6	3	-2	-44	-6	4	0.2	0.0	4	2
CC(=O)NC(CC(=O)Oc1ccc(C)cc1Br)c1ccccc1 (stereo not given)	nt	10	-7	10	-19	-4	nt	-0.2	-0.1	8	-4
Cc1nn(-c2ccc(Cl)c(Cl)c2)c(C)c1C(=O)O	-5	10	1	6	-2	1	0	1.5	0.0	7	2
COc1cccc(-c2nn(-c3ccccc3)cc2C(=O)NCC(=O)O)c1	nt	7	17	10	5	-4	1	1.5	-0.2	9	10
O=C(Cc1cn(Cc2cccc(Cl)c2)c2ccccc12)N1CCCC1	-3	9	-13	18	1	-1	2	-0.2	0.9	6	-2
Cc1cc(C)nc(-n2nc(C)cc2NC(=O)c2cccc(S(=O)(=O)N3CCOCC3)c2)n1	-5	9	-2	23	17	6	nt	7.1	-0.2	4	-1
COc1ccc(OC)c([N+](=O)[O-])c1C(N)=O	-7	12	3	12	-18	7	-1	-0.3	-0.2	9	1
CCOC(=O)c1c(C)[nH]c(C(=O)Cn2c(=O)oc3ccccc32)c1C	nt	-53	-18	-42	-19	-1	2	-1.6	-0.1	-7	7
Cc1ccc(C(C(=O)NCc2ccc(F)cc2)N(C(=O)c2csnn2)C2CC2)cc1 (stereo not given)	-2	13	7	2	-49	-2	-3	0.1	0.0	10	6
CCNC(=S)NNC(=O)Nc1ccccc1	-8	21	?	22	-35	-2	0	-0.6	0.0	15	-8
Cc1ccc2c(c1)N(CCC(=O)NCCCOC(C)C)C(=O)C(C)O2 (stereo not given)	-3	3	4	18	12	0	0	-1.5	0.4	-3	0
Cc1cc(C(=O)N/N=C/C=C/c2ccccc2)n[nH]1	-4	-53	-1	-38	-13	-4	1	0.1	-0.2	15	-5
Cc1ccc(C)c2c1cc(C)c1nnc(SCC(=O)c3cccs3)n12	-4	10	2	-13	-11	-1	0	0.0	0.1	3	0
COc1ccc(-c2ccc(-c3nnc(Cc4ccc(OC)c(OC)c4)o3)cc2)cc1	-4	12	6	11	-11	3	-3	-0.6	0.4	4	2
CS(=O)(=O)N1CCC(C(=O)Nc2cc(C(F)(F)F)ccc2Cl)CC1	nt	7	nt	12	-8	-1	-1	1.3	-0.1	6	-2
COc1ccc(N2CCN(C(=O)CCC(=O)N3CCOc4ccc(Cl)cc43)CC2)cc1	-6	6	nt	-1	-18	2	3	1.6	-0.2	nt	nt

Two compounds picked at random from the list so far:
SMILES	CaV13 FRET inh	Peg3 prom inh	Vif inh	HIF-2a block	NR2E3 ag-1	Granule exo inh	NR2E3 ag-2	iPSC survival up	aDG glyco up	TRPM1 prom inh	PDI inh
CC(=O)NC(CC(=O)Oc1ccc(C)cc1Br)c1ccccc1 (stereo not given)	nt	10	-7	10	-19	-4	nt	-0.2	-0.1	8	-4
Cc1ccc(C)c2c1cc(C)c1nnc(SCC(=O)c3cccs3)n12	-4	10	2	-13	-11	-1	0	0.0	0.1	3	0

Additional entries.
SMILES	CaV13 FRET inh	Peg3 prom inh	Vif inh	HIF-2a block	NR2E3 ag-1	Granule exo inh	NR2E3 ag-2	iPSC survival up	aDG glyco up	TRPM1 prom inh	PDI inh
C#CCOC(=O)C[N+](C)(C)CC#Cc1ccccc1	1	7	-7	12	10	4	2	-0.1	-0.1	-4	0
COc1ccc(OCC(=O)Nc2cc(-c3nn4c(C)nnc4s3)ccc2C)cc1	-11	1	4	6	21	-4	-1	0.5	0.0	9	nt
Cc1ccccc1C(=O)N1CCC(C(=O)Nc2ccc(S(=O)(=O)N3CCOCC3)cc2)CC1	-6	10	18	2	-20	-2	6	5.3	1.2	4	-2
CN1c2ccccc2-c2nc3ccccc3n2C1c1ccncc1 (stereo not given)	-4	-4	-7	2	-23	0	0	-0.7	0.0	4	-1
CN(Cc1ccccc1)S(=O)(=O)c1cccs1	-9	-4	3	-7	-14	8	0	-0.7	0.0	-6	-1
COc1cc(C)nc(NS(=O)(=O)c2ccc(C)cc2)n1	-5	3	-2	21	-6	0	1	-0.7	-0.1	10	0
Cc1ccc(S(=O)(=O)N(C)c2ccccc2C(=O)NC2CCCC2)cc1	-5	3	3	14	-14	-7	-1	-2.3	0.0	3	-17
COc1ccccc1N(CC(=O)NCCSCc1ccccc1)S(=O)(=O)c1ccc(C)cc1	-6	40	-50	29	-3	90*	1	-0.4	-0.1	2	-3
CN(Cc1ccc(OC(F)F)cc1)C(=O)c1ccc2nccnc2c1	-4	-5	-5	27	-7	-3	3	0.0	-0.1	3	8
CCOc1ccc(NC(=O)c2ccc(OCC3CCCO3)cc2)cc1S(=O)(=O)N(CC)CC (stereo not given)	-6	5	-3	-7	2	0	1	-0.2	0.0	1	4
CC1CCN(C(=O)CSc2nnc(-c3cccs3)o2)CC1	-4	-48	-4	-91	-14	-1	-2	0.8	0.0	-32	-7
Cc1cccc(NC(=O)CCc2ccc(S(=O)(=O)NC3CCCCC3)cc2)c1	nt	11	-2	17	-3	-1	2	-0.7	0.1	10	-4
COc1cc2c3c(c1OC)C1(C=CC(=O)C=C1)CC3N(C(=O)c1ccccc1)CC2 (stereo not given)	-5	2	1	9	-2	-4	0	4.6	-0.3	0	0
Cc1ccc(S(=O)(=O)N2CCC(C)CC2)cc1C(=O)NCCN1CCOCC1	nt	13	3	8	7	-2	1	-0.3	-0.2	-3	0
Cc1cc(Cl)cc(Br)c1OCCNCC(C)O (stereo not given)	nt	-7	-33	20	-20	0	2	-2.0	-0.1	10	4
CCN1CCN(c2nc(Nc3ccccc3F)nc(N)c2[N+](=O)[O-])CC1	-7	6	-3	3	10	-2	2	0.5	0.1	-1	7
COc1ccc(NS(=O)(=O)c2cccc(C(=O)OCC(=O)c3c(N)n(C)c(=O)n(C)c3=O)c2)cc1	-2	2	4	7	10	3	nt	0.1	0.1	-3	0
COc1ccc(C(=O)NC2CCCc3c2cnn3-c2cccc(C)c2C)o1 (stereo not given)	-7	-6	-11	-27	65	6	2	0.5	5.5	4	5
CC(=O)NC(Cc1cccc(C)c1)C(=O)NC1CCN(C(=O)c2ccc([N+](=O)[O-])cc2)CC1 (stereo not given)	3	-8	3	11	-3	2	2	2.5	-0.1	9	-18
O=C(NCc1ccccc1C(F)(F)F)C1CCC(=O)N(CCCc2ccccc2)C1 (stereo not given)	-6	5	5	2	-3	22	0	0.3	0.1	3	-12
Cc1ccc(C(=O)OC(C)C(=O)Nc2ccc3c(c2)OCO3)c(O)c1 (stereo not given)	-2	-125	21	-141	-39	-1	3	-0.4	0.0	-17	-2
O=C(CCS(=O)(=O)c1ccc(Cl)cc1)Nc1cccc(S(=O)(=O)N2CCCCCC2)c1	-6	24	-11	11	13	-2	nt	-1.7	0.2	37	2
COCCCN1C(=O)C(CC(=O)NC2CCCC2)CC(C(=O)N(C(C)C)C(C)C)=C1C (stereo not given)	-4	3	nt	2	2	11	nt	1.7	0.0	nt	nt
COC(=O)c1ccc(OC(=O)c2cccs2)cc1	-4	-29	2	-17	-20	2	3	0.2	-0.3	0	-3
COc1nc(OC/C(N)=N/O)nc(N2CCOCC2)n1	nt	4	11	14	-9	0	0	0.7	0.0	-3	-8
COc1cc(/C=C/C(=O)O)ccc1OS(=O)(=O)c1ccc(C)cc1	7	5	-1	-2	-18	1	2	0.5	-0.2	1	5
COc1ccc(OC)c(N=C2C(=O)Nc3ccccc32)c1	-4	-10	-3	17	-12	-1	-5	0.3	0.8	8	-5
O=C(c1cccc(F)c1)N1CCCN(C(=O)c2cccc(F)c2)CC1	-3	8	-2	0	-3	0	1	1.0	0.0	-14	-7
COc1ccc(NC(=O)c2sc(=O)n(Cc3cccc(C(F)(F)F)c3)c2C)cc1OC	7	-7	-7	-6	55	2	nt	-1.4	0.1	nt	3
Cn1cccc1C(=O)NCCc1ccccc1	-3	-170	5	-89	-93	0	0	-0.2	-0.2	6	-3
COc1ccc2[nH]cc(CCNC(=O)COc3ccc4ccc(=O)oc4c3)c2c1	nt	-3	13	1	-3	-2	-4	2.2	0.0	4	nt
